ARFGAP1 inh: inhibitors of rat ARFGAP1; Q62848; Arfgap1-stimulated ARF1 GTP hydrolysis, GDP FP detection; inhibition, % at 16.5 µM; 360,000 compounds, 0.26% hits; AID 651572;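 active = inhibition above a per-plate limit, mean inhibition of low control wells plus 3 SD, cut at about 25% in these data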;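 also: 0% = DMSO wells with enzyme and 100% = wells lacking Arfgap1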
Target sequence (Q62848 1-136 limits assumed): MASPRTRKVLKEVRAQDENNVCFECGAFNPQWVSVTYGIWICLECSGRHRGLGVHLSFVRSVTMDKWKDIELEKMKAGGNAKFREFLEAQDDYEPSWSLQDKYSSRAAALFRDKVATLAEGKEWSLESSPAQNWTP
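Repeats: one replicate per compound; assay system: rat Arfgap1 catalytic domain, aa 1-136; times: enzyme reaction 120 min at 25 °C after 20 min preincubation; detection: FP of antibody-bound GDP Alexa 633 tracer, ex 620/em 688 nm; benchmarks: high control wells lacking Arfgap1, low control full reaction with DMSO; reagent: human ARF1(Δ1-17)-GTP substrate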
TDP2 inh: TDP2 (human) inhibition, absorbance primary screen; 370,000 compounds, 0.34% hits; recombinant TDP2, T5PNP hydrolysis, p-nitrophenol absorbance 415 nm; inhibition, % at 12.8 µM; O95551;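 active = inhibition above the mean of all tested compounds plus 3 SD, set per campaign, cut at about 25% in these data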;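 also: 0% = DMSO with enzyme and 100% = buffer with substrate but no TDP2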
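System – recombinant human TDP2 · Quantity – TDP2 enzyme at 120 nM final · Doses – single concentration, 12.8 µM nominal, with 1% DMSO · Incubation – 2 h at 37 °C · Measured by – epi absorbance of p-nitrophenol freed from T5PNP by hydrolysis · Read-out – % inhibition relative to enzyme-containing and enzyme-free wells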
ADAM17 inh: inhibitors of human ADAM17; recombinant ADAM17, EDANS/DABCYL FRET peptide cleavage; 370,000 compounds, 0.83% hits; inhibition, % at 6.95 µM; P78536; AID 720648;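 active = inhibition above the mean of compounds lying between control limits plus 3 SD, set per campaign, cut at about 8.5% in these data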;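 also: 0% = DMSO-only wells as the low control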
KLK7 zymogen act: activates the human kallikrein-7 zymogen. P49862. purified proKLK7, EDANS-DABCYL substrate fluorescence; 100% is mature enzyme control, 0% vehicle. activation, % at 7 µM. 370,000 compounds, 0.9% hits. AID 652039;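 active = activation above the mean of all tested compounds plus 3 SD, computed per campaign excluding outliers beyond control limits, cut at about 13% in these data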
LEDGF integ inh: blocks HIV-1 LEDGF/p75-dependent DNA integration; TR-FRET IN-LEDGF/p75 DNA integration, Eu/Cy5; AID 743269; inhibition, % at 3.7 µM; 370,000 compounds, 0.64% hits;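 active = inhibition above the screen-wide mean plus 3 SD, cut at about 13% in these data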;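 also: signal is the Cy5 over europium emission ratio at 671 and 618 nm; 0% = plate median of compound wells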
DDE Tn6 FP inh: inhibitors of Tn6 peptide binding to human fibrin DD(E); P02675; Fibrin DD(E) TRITC-Tn6 fluorescence polarization displacement; inhibition, % at 8.3 µM; 370,000 compounds, 0.21% hits; AID 720509;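 active = inhibition above a per-campaign cutoff: mean of compounds within control limits plus 3 SD, cut at about 15% in these data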;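 also: 0% = median of all compound wells on the plate and 100% = blocking peptide control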
Target sequence (P02675 whole entry, looked up): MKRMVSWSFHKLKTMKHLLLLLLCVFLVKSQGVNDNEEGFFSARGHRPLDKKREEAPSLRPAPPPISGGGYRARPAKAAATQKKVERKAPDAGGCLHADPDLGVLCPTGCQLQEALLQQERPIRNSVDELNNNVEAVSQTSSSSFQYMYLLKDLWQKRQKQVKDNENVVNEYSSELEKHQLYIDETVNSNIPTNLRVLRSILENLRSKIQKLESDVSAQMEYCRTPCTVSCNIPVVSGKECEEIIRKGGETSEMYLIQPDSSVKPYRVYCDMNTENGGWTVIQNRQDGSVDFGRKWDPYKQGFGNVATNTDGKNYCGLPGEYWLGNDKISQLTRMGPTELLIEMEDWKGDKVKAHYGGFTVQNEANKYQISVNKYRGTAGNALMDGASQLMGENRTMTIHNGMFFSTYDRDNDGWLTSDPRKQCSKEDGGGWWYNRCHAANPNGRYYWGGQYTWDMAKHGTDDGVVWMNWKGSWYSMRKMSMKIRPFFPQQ
ASAP1 inh: ASAP1 ArfGAP inhibition; ASAP1-stimulated ARF1 GTP hydrolysis, GDP FP detection; inhibition, % at 16.5 µM; 360,000 compounds, 0.19% hits; AID 624377; in the data active = inhibition above about 25%;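 also: 0% = vehicle with enzyme and substrate and 100% = no enzyme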
Target sequence (Q9ULH1 325-724 limits assumed): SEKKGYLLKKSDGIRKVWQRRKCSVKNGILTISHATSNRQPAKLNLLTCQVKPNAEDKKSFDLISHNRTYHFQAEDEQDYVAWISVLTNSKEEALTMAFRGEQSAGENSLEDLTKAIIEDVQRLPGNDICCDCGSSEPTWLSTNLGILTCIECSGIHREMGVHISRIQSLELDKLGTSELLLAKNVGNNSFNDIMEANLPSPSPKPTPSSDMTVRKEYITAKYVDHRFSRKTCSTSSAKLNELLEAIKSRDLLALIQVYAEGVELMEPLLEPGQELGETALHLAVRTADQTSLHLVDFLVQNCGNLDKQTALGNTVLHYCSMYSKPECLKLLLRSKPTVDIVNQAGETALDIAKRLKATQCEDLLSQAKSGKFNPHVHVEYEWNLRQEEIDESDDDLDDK
PLC-gamma1 inh: blocks human PLC-gamma1 enzyme activity; 370,000 compounds, 0.84% hits; purified PLC-gamma1, fluorogenic substrate, fluorescence; inhibition, % at 12.2 µM; P19174; in the data active = inhibition above about 9.5%
Tn7 DDE FP: inhibitors of Tn7 peptide binding to human fibrin DD(E) | P02675 | inhibition, % at 8.3 µM | FP displacement of FITC-Tn7 peptide from fibrin DD(E); 0% = median of compound wells per plate | 370,000 compounds, 0.13% hits;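 active = inhibition above the mean of compounds falling within the control limits plus 3 SD of them, cut at about 14% in these data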;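 also: 0% = plate median of compound wells and 100% = 10 µM Aha-Tn7 peptide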
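Test system – human fibrin DD(E) · Times – 10 min preincubation, 3 h with tracer, room temperature · Detection – fluorescence polarization of the labelled Tn7 tracer · Measure – percent inhibition normalized to high-control wells · Benchmarks – high control wells with 10 µM unlabelled Aha-Tn7 peptide (full inhibition) · Repeats – singlicate testing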
ADAM10 inh: ADAM10 inhibition, QFRET primary screen; recombinant ADAM10, EDANS/DABCYL FRET peptide cleavage, 3 h; inhibition, % at 7 µM; 370,000 compounds, 0.62% hits;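 active = inhibition above a per-campaign cutoff equal to the mean of compounds falling between control-based bounds plus 3 SD, cut at about 20% in these data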;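 also: 0% = DMSO wells while the 100% control is not disclosed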
* marks the source's active call; other numbers are inactive results; . = no result given. Outcome played no part in choosing rows, and some 4.2% of all compounds hit somewhere here.

nr	molecule	ARFGAP1 inh	TDP2 inh	ADAM17 inh	KLK7 zymogen act	LEDGF integ inh	DDE Tn6 FP inh	ASAP1 inh	PLC-gamma1 inh	Tn7 DDE FP	ADAM10 inh
1	COc1cccc(NS(=O)(=O)c2ccc3[nH]cc(C(=O)NCCN4CCOCC4)c(=O)c3c2)c1	-1	11	-9	-0.2	2	-2	9	2	-4	-18
2	COC(=O)[C@H](CC(C)C)NC(=O)Nc1ccc(F)cc1	4	-23	2	0.2	7	14	10	0	-3	5
3	COc1cccc(C2NC(=O)NC(C)=C2C(=O)OCCSC)c1OC (stereo unspecified)	-2	-6	0	0.2	4	-6	2	0	0	5
4	CCN(CC)S(=O)(=O)c1ccc2c(c1)NC(=O)C1CCCN21 (stereo unspecified)	0	0	-6	-1.5	0	1	-2	-30	-2	-11
5	Cc1c(NC(=O)CSc2nnnn2Cc2ccccc2)c(=O)n(-c2ccccc2)n1C	-1	-12	-4	-0.5	4	3	3	-2	1	4
6	O=C(N[C@H](C(=O)N1CCC[C@H]1C(=O)NCCc1ccccc1Cl)c1ccccc1)c1ccco1	-8	-2	-6	-0.3	1	-8	-7	2	8	-11
7	CC(C)C(=O)Nc1ccc(NC(=O)c2cccnc2)cn1	-7	-2	-7	-0.6	-1	8	-3	2	5	7
8	CC(C)(C)c1nnc(NC(=O)C2CC(=O)N(CCc3ccc(F)cc3)C2)s1 (stereo unspecified)	8	-5	-3	-0.2	-4	-10	3	0	0	-7
9	CCN(CC)CCSc1nc2c([nH]1)c(=S)n(C)c(=O)n2C	14	-10	-47	5.0	-2	5	-12	-34	-11	-225
10	COc1ccc(N2CCN(C(C)C(=O)N3CC(C)OC(C)C3)CC2)cc1 (stereo unspecified)	-2	-2	-3	0.7	1	-2	6	2	7	-5
11	Cc1noc(C)c1NC(=O)N(C)C[C@H]1Oc2c(NC(=O)Nc3ccccc3)cccc2C(=O)N([C@H](C)CO)C[C@@H]1C	-1	-3	-2	0.4	1	6	-2	0	-2	5
12	CCCCNc1nc(N)ncc1[N+](=O)[O-]	2	-4	-2	0.0	1	6	-12	4	0	-2
13	O=C1C(=Cc2cccn2-c2ccccc2)C(=O)c2ccccc21	-11	0	-1	-1.7	0	-2	1	-3	3	-1
14	O=S(=O)(c1ccc2oc(=S)[nH]c2c1)N1CCCCC1	10	-1	0	0.4	5	7	1	2	2	2
15	Cc1cc(C(=O)Nc2ccc(F)cc2F)on1	-1	0	-1	-0.2	6	-3	-9	6	7	8
16	O=C(/C=C/c1cccc([N+](=O)[O-])c1)NC1CC2CCC1C2 (stereo unspecified)	10	3	0	-0.2	1	13	8	2	5	0
17	CCCCc1ccc(-c2ccc(C)cc2O)nc1	7	-2	-7	0.4	-6	-3	-9	2	0	-5
18	Cc1cc(OCC(=O)Nc2cccc(S(=O)(=O)N3CCCCC3)c2)ccc1Cl	12	4	7	0.1	1	-7	-16	1	-2	12
19	O=C1NC[C@@H](CCCCN2C[C@H](Cc3ccc(O)cc3)N(CC3CCCCC3)C(=O)C2=O)N(CCC2CCCCC2)C1=O	-2	-3	-2	0.2	4	-2	1	-1	-7	-1
20	CN1C[C@H]2CON(C)[C@H]2C[C@H]1c1cccc(-c2ccc(C#N)cc2)c1	8	1	-3	-0.4	0	2	1	2	8	-6

Brought forward from above: 3 compounds, followed by the next part.
nr	molecule	ARFGAP1 inh	TDP2 inh	ADAM17 inh	KLK7 zymogen act	LEDGF integ inh	DDE Tn6 FP inh	ASAP1 inh	PLC-gamma1 inh	Tn7 DDE FP	ADAM10 inh
18	Cc1cc(OCC(=O)Nc2cccc(S(=O)(=O)N3CCCCC3)c2)ccc1Cl	12	4	7	0.1	1	-7	-16	1	-2	12
19	O=C1NC[C@@H](CCCCN2C[C@H](Cc3ccc(O)cc3)N(CC3CCCCC3)C(=O)C2=O)N(CCC2CCCCC2)C1=O	-2	-3	-2	0.2	4	-2	1	-1	-7	-1
20	CN1C[C@H]2CON(C)[C@H]2C[C@H]1c1cccc(-c2ccc(C#N)cc2)c1	8	1	-3	-0.4	0	2	1	2	8	-6
21	Cc1cc(C(=O)NN=C2CCCCCCC2)c2ccccc2n1	-11	1	-2	0.4	5	3	-9	-2	-4	4
22	O=C1CC(c2ccccc2)CC(O)=C1C=NCc1ccc(Cl)cc1 (stereo unspecified)	-5	-16	4	0.0	6	14	8	8	-4	7
23	COc1ccc(CNC(=S)Nc2cccc(F)c2)cc1	-4	-12	5	0.5	7	-5	1	7	-1	19
24	O=C(NC1C2CC3CC(C2)CC1C3)C1CC1 (stereo unspecified)	5	9	-6	-0.4	0	-1	1	-1	1	4
25	COc1ccc(N2CCN(C(CNC(=O)C(=O)NCCCn3ccnc3)c3ccco3)CC2)cc1 (stereo unspecified)	-8	-20	1	0.1	2	-3	3	5	-9	3
26	c1ccc(-c2nnc3sc(-c4csc5c4CCCC5)nn23)cc1	7	2	0	-0.4	1	-11	7	-1	-8	0
27	Cc1ccc(S(=O)(=O)N2CCOCC2)cc1C(=O)OCC(=O)NCCc1ccccc1	8	0	1	0.5	-2	1	14	1	1	-2
28	O=C(Nc1ccc(Nc2ccccc2)cc1)c1ccccc1F	5	-4	6	-0.5	-3	4	0	-9	-4	11
29	Cc1onc(-c2ccccc2)c1C(=O)NNC(=O)c1ccccc1	3	-11	-2	1.2	0	3	5	-2	4	-16
30	COc1ccc2c(CN(C)Cc3ccccc3)cc(=O)oc2c1	1	-11	-71	0.7	2	1	7	-85	-5	-274
31	COc1ccc(CCNC(=O)COC(=O)c2ccc(C)s2)cc1OC	4	5	-1	0.1	0	3	-5	0	-9	8
32	O=C(OCc1cn([C@@H]2C[C@H](c3ccccc3)N(C(=O)c3cccs3)C[C@H]2O)nn1)c1ccccc1	6	3	-3	0.2	-2	-2	6	1	-5	-5
33	CC(C)N(C(=O)CSc1nnc(C2CC2)n1C1CC1)c1ccccc1	7	-3	-5	-0.2	3	5	7	2	-2	-4
34	Nc1c(C(=O)NCC2CCCO2)c2nc3ccccc3nc2n1/N=C/c1ccncc1 (stereo unspecified)	3	-15	-3	1.2	6	-8	-8	-1	-6	-15
35	COc1ccccc1S(=O)(=O)N(C)C[C@@H]1OCc2cn(nn2)CCCC(=O)N([C@H](C)CO)C[C@H]1C	1	-1	-1	-0.1	-2	2	-4	2	-2	-2
36	CCCCn1cnc2c(oc3nc4c(cc32)CCCC4)c1=O	6	1	-5	0.0	-4	9	1	2	0	-7
37	Cc1ccc(-c2noc(C3CCCN(S(=O)(=O)c4ccc(S(=O)(=O)N(C)C)cc4)C3)n2)o1 (stereo unspecified)	7	-3	-2	0.0	0	5	-5	0	4	-8
38	CCC(=O)c1ccc(OCC(O)CNCCc2ccc(Cl)cc2)cc1 (stereo unspecified)	-2	6	-4	0.6	1	-2	-13	2	5	-1
39	COc1cc(C)c(NC(=O)COc2ccc3c(c2)OCO3)cc1C	3	3	-2	0.2	-1	6	3	-3	-4	2
40	Cc1ccc(NS(=O)(=O)c2ccc(NC(=O)C3CC3)cc2)cc1C	11	-7	-1	0.3	-2	-3	3	0	-7	-2

Further results
nr	molecule	ARFGAP1 inh	TDP2 inh	ADAM17 inh	KLK7 zymogen act	LEDGF integ inh	DDE Tn6 FP inh	ASAP1 inh	PLC-gamma1 inh	Tn7 DDE FP	ADAM10 inh
41	O=C(NCCOc1ccccc1)C1CCCCC1	-2	-8	-4	0.3	-4	-3	17	-1	-3	-9
42	COc1cc(C2C(C#N)=C(N)N(c3cccnc3)C3=C2C(=O)CCC3)ccc1O (stereo unspecified)	13	8	-5	-0.2	0	-2	6	-11	3	-8
43	O=C1C(NC(=O)N2c3ccccc3C=Cc3ccccc32)CCCCN1Cc1cccc(Cl)c1 (stereo unspecified)	.	-11	6	-0.4	-4	-4	.	-5	-3	9
44	CCOC(=O)Cn1c(=NC(=O)c2sc3ccccc3c2Cl)sc2cc(S(N)(=O)=O)ccc21	24	3	-5	-2.1	0	-1	15	-19	3	-25
45	CC1CCCCC1NC(=O)COC(=O)c1cc(=O)[nH]c2ccccc12 (stereo unspecified)	2	2	-7	-5.6	-3	3	6	-14	2	-35
46	CCN(CC)c1ccc(C=O)c(OC)c1	-5	9	3	-1.1	2	-9	-1	0	2	4
47	CCOC(=O)c1oc2ccccc2c1NC(=O)COC	0	-17	-2	-0.2	2	-1	10	2	-5	4
48	COC(=O)CN1C(=O)[C@H]2[C@@H](/C=C/c3ccccc3)N3C(=O)CN(CCO)C(=O)[C@@]3(Cc3ccccc3)[C@H]2C1=O	-4	0	-1	-0.3	-3	5	7	2	-3	9
49	COc1ccc(OC)c(/C=N/NC(=O)c2ccc(Cn3cc([N+](=O)[O-])cn3)o2)c1	13	4	-8	6.6	-2	-7	-3	-24	10	-29
50	CCN(CC(=O)Nc1ccc2c(c1)OCCO2)C(=O)COc1ccc(C)cc1	8	1	-6	0.4	3	-1	6	-1	-2	3
51	Cc1cc(C)c2cc(C(c3nnnn3C3CCCC3)N3CCOCC3)c(=O)[nH]c2c1 (stereo unspecified)	-3	0	-7	-0.3	1	-2	-3	-3	4	-13
52	O=C(O)c1ccc(-n2cccc2/C=C2/NC(=O)N(c3ccccc3)C2=O)cc1	0	-9	-2	-0.4	22*	-2	-7	3	-1	3
53	Cc1cc(OCC(=O)Nc2nnc(C3CC3)s2)ccc1[N+](=O)[O-]	2	8	-1	-0.5	0	-2	-4	0	-7	1
54	COc1cccc(N2CCN(C(=O)c3[nH]c(C)c(C(C)=O)c3C)CC2)c1	17	-7	-4	0.2	-4	-8	3	-4	2	3
55	Cc1ccc(NC(=O)CSc2n[nH]c(C)c2[N+](=O)[O-])cc1C	13	2	1	-0.1	-4	-3	-14	-2	1	3
56	COc1cc(C(=O)c2ccccc2Cl)c([N+](=O)[O-])cc1OC	3	3	1	0.3	3	-2	-6	4	2	7
57	COc1ccc(C)cc1S(=O)(=O)Nc1cccc(-c2ccc(N3CCCCCC3)nn2)c1	2	5	1	-1.6	-2	-2	-1	-6	3	12
58	CCN=C1NC(c2ccc(F)cc2)C(C(=O)OC)=C(C)N1Cc1ccccc1C(F)(F)F (stereo unspecified)	-2	0	-4	0.0	-1	-6	1	0	4	-13
59	C[C@H]1[C@@H](NC(=O)C#Cc2ccccc2)CC[C@@]23CCCN2C(=O)CCC[C@@H]13	.	-2	1	.	-3	5	.	4	-7	0
60	COc1ccc(C2Nc3ccc(Br)cc3C(c3ccccc3)N2CC(=O)O)cc1 (stereo unspecified)	-2	-5	-2	-0.4	1	-1	2	-2	-2	0
